NPC1 promoter act = activators of NPC1 promoter. 320,000 compounds, 2.4% hits. Huh7 NPC1 promoter luciferase reporter, 24 h. AID 485313. Potency, µM (series often up to 9.22 µM), without a hit: top-dose activation, hits mostly activators;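 further: potency means the concentration at half of the fitted maximal effect; % of control where 0% means no effect; nearly all actives have a fitted effect of over 60% in size; reporter is driven by a mutant NPC1 promoter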
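Luminescence from an NPC1 promoter-driven luciferase reporter in stably transfected Huh7 cells was measured after 24 h compound treatment at 37 °C, followed by 10 min ambient incubation with luciferase detection reagent.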
RORgamma inh = ROR gamma (mouse) transcription inhibition; 310,000 compounds, 5.4% hits; Potency, µM (top dose mostly 53.6 µM), inactives show at the highest dose activity change, negative = inhibition, usual class: inhibitors; P51450; AID 2551; Drosophila S2 Gal4-RORgamma UAS-luciferase reporter, 20 h; further: potency means the concentration at half of the fitted maximal effect; on the % scale 0 is the no-effect control and ±100 the full control effect; nearly all actives have a fitted effect of over 60% in size
Target sequence (P51450 whole entry, looked up, the tested form may be a part): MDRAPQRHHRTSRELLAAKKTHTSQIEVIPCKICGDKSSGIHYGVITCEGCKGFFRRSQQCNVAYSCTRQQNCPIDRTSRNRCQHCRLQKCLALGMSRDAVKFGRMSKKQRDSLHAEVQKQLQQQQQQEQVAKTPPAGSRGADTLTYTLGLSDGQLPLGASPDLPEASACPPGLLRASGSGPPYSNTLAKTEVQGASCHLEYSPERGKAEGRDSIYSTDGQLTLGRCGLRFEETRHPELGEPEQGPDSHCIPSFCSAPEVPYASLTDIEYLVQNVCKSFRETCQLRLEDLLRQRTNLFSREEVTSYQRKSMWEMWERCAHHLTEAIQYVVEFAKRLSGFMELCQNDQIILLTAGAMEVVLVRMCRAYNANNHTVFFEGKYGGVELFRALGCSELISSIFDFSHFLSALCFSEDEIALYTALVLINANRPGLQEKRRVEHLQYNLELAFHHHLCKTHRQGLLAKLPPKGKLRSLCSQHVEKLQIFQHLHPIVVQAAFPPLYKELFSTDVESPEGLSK
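Schneider cells (Drosophila), stable Gal4 DBD–ROR gamma + UAS-luc; 1 hr cmpd preincubation; Cu2+ induction 700 uM final; 20 hr ambient; luminescence.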
ELG1 repair inh = ELG1-dependent DNA repair inhibition; HEK293T ELG1-luciferase reporter, luminescence, 16 h; DNA damage induced by 5-fluorouridine; Potency, µM (top dose mostly 46.1 µM), without a hit: top-dose activity change, negative = inhibition, most hits filed as inhibitors; 330,000 compounds, 2.3% hits; further: potency means the concentration at half of the fitted maximal effect; on the % scale 0 is the no-effect control and ±100 the full control effect; nearly all actives have a fitted effect of over 55% in size
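Step one: seed 2,000 cells per well. Step two: pin-transfer compound or DMSO alongside 5-fluorouridine. Step three: incubate 16 hr, 37 °C, 5% CO2. Step four: add ONE-Glo, wait 30 min, read luminescence.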
TRPV1 ag = activates the human vanilloid receptor TRPV1. TRPV1-expressing cells, Fluo-8 calcium influx, agonist mode. activation, % at 8.33 µM. 320,000 compounds, 0.19% hits. AID 540275; in the data active means activation above about 80%; inconclusive means between about 30% and that limit; further: 0% is about no effect
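Fluo-8 calcium influx in TRPV1-expressing cells, kinetic read (ex 480/em 520 nm). Compound added and read 3 min for agonist activity, followed by capsaicin at EC20 final and 2 min further read for enhancement.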
VP16 counter = Gal4-VP16 reporter inhibition counter-screen; 310,000 compounds, 3.5% hits; AID 2546; Drosophila S2 Gal4-VP16 UAS-luciferase, luminescence, 20 h; Potency, µM (series often up to 53.6 µM), inactives show at the highest dose activity, negative = inhibition, most hits filed as inhibitors;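 further: Gal4-VP16 expression switched on by copper sulfate through the metallothionein promoter; potency means the concentration at half of the fitted maximal effect; on the % scale 0 is the no-effect control and ±100 the full control effect; nearly all actives have a fitted effect of over 50% in size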
Tb PFK inh = inhibitors of T. brucei phosphofructokinase; O15648; T. brucei PFK, ADP-Glo luminescence; Potency, µM (highest dose often 57.5 µM), for inactives: at the highest dose activity, negative = inhibition, hits mostly inhibitors; 330,000 compounds, 0.17% hits; AID 485367;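 further: potency means the concentration at half of the fitted maximal effect; 0% = uninhibited 1x PFK enzyme wells and -100% = no-enzyme wells; nearly all actives have a fitted effect of over 60% in size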
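PFK 1.25 nM, F6P 0.5 mM, ATP 0.1 mM, 0.1 M TEA pH 8.0, 5 mM MgCl2, 0.01% Tween20, 0.1% BSA; 45 min RT. ADP-Glo readout. qHTS titration up to 57 uM; curves fitted, compounds curve-classed.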
BRCA1 expr up = activators of BRCA1 expression. MCF7-BRCA1-FFLuc reporter, luminescence, 48 h; response scale: scaled: vehicle 0%, 10 µM genistein 100%. Potency, µM (highest dose often 46.1 µM), inactives show at the highest dose activation, usual class: activators. 380,000 compounds, 1.1% hits; further: potency means the concentration at half of the fitted maximal effect; nearly all actives have a fitted effect of over 80% in size; some results filed as inactive show a strong effect at the top dose
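Using MCF7 cells harboring a BRCA1 firefly luciferase reporter, plated 2 h before compound pinning, the screen measured luminescence after 48 h incubation. Responses were normalized to DMSO and 10 microM genistein, then fitted for concentration-effect.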
FLuc modulator = inhibits or activates purified firefly luciferase, miR-21 counter-screen; P08659; purified FLuc, Km substrates, luminescence inhibition; Potency, µM (top dose mostly 57.5 µM), inactives show top-dose activity change, negative = inhibition, actives largely listed as inhibitors; 360,000 compounds, 6.9% hits;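 further: potency means the concentration at half of the fitted maximal effect; plate controls were vehicle for no effect and reference inhibitor for full effect; nearly all actives have a fitted effect of over 55% in size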
Target sequence (P08659 whole entry, looked up): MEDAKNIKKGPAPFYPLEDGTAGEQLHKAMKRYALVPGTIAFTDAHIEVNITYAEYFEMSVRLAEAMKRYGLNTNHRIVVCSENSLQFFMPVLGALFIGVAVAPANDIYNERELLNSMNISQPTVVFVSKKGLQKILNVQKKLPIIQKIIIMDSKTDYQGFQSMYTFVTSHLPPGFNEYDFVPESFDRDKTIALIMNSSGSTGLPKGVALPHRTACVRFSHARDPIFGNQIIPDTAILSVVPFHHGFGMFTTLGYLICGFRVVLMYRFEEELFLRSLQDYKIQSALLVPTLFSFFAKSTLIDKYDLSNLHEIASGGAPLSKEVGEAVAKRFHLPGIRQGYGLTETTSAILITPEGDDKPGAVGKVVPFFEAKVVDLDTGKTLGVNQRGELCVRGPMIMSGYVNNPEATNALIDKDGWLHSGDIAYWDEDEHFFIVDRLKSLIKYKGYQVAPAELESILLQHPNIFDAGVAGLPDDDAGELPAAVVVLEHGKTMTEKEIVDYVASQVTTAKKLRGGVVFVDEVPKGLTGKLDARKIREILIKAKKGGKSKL
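Purified P. pyralis luciferase, 10 nM final, with Km-level 10 uM D-luciferin and 10 uM ATP in 50 mM Tris acetate pH 7.5, 10 mM Mg acetate, 0.01% Tween-20, 0.05% BSA; 6-point qHTS titration about 60 µM downward; luminescence read.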
p53 reactivation = re-activators of mutant p53 | H1299 p53-A138V BP100-luciferase reporter, luminescence, 24 h | Potency, µM (series often up to 92.2 µM), inactives show at the highest dose activity change, positive = activation, actives largely listed as activators | 320,000 compounds, 0.063% hits; further: potency means the concentration at half of the fitted maximal effect; % of control where 0% means no effect; nearly all actives have a fitted effect of over 45% in size
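H1299 (p53-null), stable ts p53-A138V + BP100-Luc; 1000 cells/well, Opti-MEM/10% FBS; cpd 4 pt, 1:5; 24 h, 37 deg C, 5% CO2; detection reagent 10 min RT; luminescence.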
ELG1 genotoxic = induces genotoxicity in HEK293T cells with luciferase-tagged ELG1; HEK293T ELG1-luciferase reporter, luminescence, 16 h; AID 504466; Potency, µM (series often up to 46 µM), for the others: at the top dose activity change, positive = activation, most hits filed as activators; 330,000 compounds, 1.3% hits; further: potency means the concentration at half of the fitted maximal effect; % of control where 0% means no effect; nearly all actives have a fitted effect of over 60% in size
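Quantitative HTS format in 1536-well plates. HEK293T ELG1-luciferase reporter cells receive test compound and are incubated 16 hr at 37 °C, 5% CO2; ONE-Glo added, 30 min room temperature, then luminescence read.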
Rab9 prom act = Rab9 promoter activation. Potency, µM (titrated, usually from 9.22 µM), inactives show at the highest dose activation, negative = inhibition, usual class: activators. Huh7 Rab9 promoter-luciferase reporter, luminescence, 24 h. 320,000 compounds, 2.8% hits. AID 485297; further: potency means the concentration at half of the fitted maximal effect; % of control where 0% means no effect; nearly all actives have a fitted effect of over 60% in size
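Luminescence from Amplite-detected luciferase (10 minutes, ambient) reports Rab9 promoter activation. Before that, stable Rab9-luciferase Huh7 cells (1500/well, reduced-serum OP-MEM I plus 10% FBS) were exposed to compound for 24 hours at 37C.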
* marks the source's active call; other numbers are inactive results; u = inconclusive; x = no result given; [ ] = remark or other dose. Unless noted, the call rests on the fitted dose curve; in most records, active means well fitted curve in the direction sought with a large enough effect; inconclusive means small, poorly fitted or top-dose-only effect, or another doubt; inactive means no such curve, though single readings can be large; an effect the other way counts as inactive or inconclusive. Rows are unselected, and some 15% of all compounds hit somewhere here.

no.	Structure	NPC1 promoter act	RORgamma inh	ELG1 repair inh	TRPV1 ag	VP16 counter	Tb PFK inh	BRCA1 expr up	FLuc modulator	p53 reactivation	ELG1 genotoxic	Rab9 prom act
1	CCOC(=O)/C(=N\Nc1ccccc1Cl)N(C)C1CCS(=O)(=O)C1 (centres undefined)	-6%	6%	-15%	5	12%	3%	0%	-1%	0%	-1%	-27%
2	O=C(COc1ccc(Cl)c2cccnc12)N1CCOCC1	-4%	x	36%	12	x	0%	5%	4%	26%	3%	0%
3	O=C(N/C(=C\c1ccccc1)C(=O)N1CCOCC1)c1ccccc1Br	2%	15%	u	-1	-6%	0%	1%	2%	-34%[inhibitor]	-1%	0%
4	C=CCNC(=S)NCc1ccccc1OC	-1%	11µM*	11%	-1	u	5%	0%	-1%	6%	-1%	-1%
5	C/C(CC1CC(C)(C)OC1=O)=N\NC(N)=S (centres undefined)	2%	u	10%	-5	u	6%	3%	-2%	1%	-3%	-4%
6	O=c1c2c3nc4ccccc4nc3n(/N=C/c3cccs3)c2ncn1-c1ccccc1	0%	8%	u	-5	-10%	0%	x	-3%	-4%	-6%	0%
7	O=C(c1ccco1)N1CCN(Cc2c(Cl)cccc2Cl)CC1	u	8%	u	11	-1%	0%	u	27µM*	x	u	3.2µM*
8	CC(=O)C1=C(O)C(=O)N(c2ccc(S(=O)(=O)Nc3nccs3)cc2)C1c1ccc(F)cc1 (centres undefined)	1%	2%	u	0	-3%	0%	0%	-12%	-1%	-2%	2%
9	O=C(CN1N=C(c2ccccc2)CCC1=O)NCc1cccs1	-9%	13%	18%	22	-21%	0%	30%	3%	14%	2%	-2%
10	CCCC(=O)Nc1ccc(S(=O)(=O)Nc2cc(C)nc(C)n2)cc1	-2%	-8%	-1%	-3	2%	-4%	1%	1%	2%	6%	7%
11	Cc1cc(C(=O)CSc2nnc(-c3ccco3)o2)c(C)n1-c1ccc2c(c1)OCCO2	-3%	u	u	0	-5%	1%	-30%	-15%	9%	-1%	-10%
12	COc1ccc(NC(=O)N(C)C[C@H]2Oc3c(NC(=O)Cc4ccccc4)cccc3C(=O)N([C@H](C)CO)C[C@@H]2C)cc1	x	x	-1%	x	x	6%	5%	x	4%	5%	x
13	COc1ccc(/C(C)=N\Nc2nc(-c3ccccc3)cc(=O)[nH]2)cc1	0%	-18%	2%	u	-19%	0%	3%	5%	-2%	3%	-3%
14	CCn1cc(CN2CCCC(CO)(Cc3ccc(F)cc3)C2)c2ccccc21 (centres undefined)	-3%	-1%	-5%	7	-15%	-2%	-56%	-1%	x	-5%	-4%
15	CC(C)[C@H](NC(=O)c1ccccc1Cl)C(=O)OCc1cc(=O)n2cc(Br)ccc2n1	0%	27%	-4%	12	-13%	-28%	-33%	0%	1%	-1%	-2%
16	CSc1ccc(CN(C)C(=O)c2cc(=O)[nH]c3ccccc23)cc1	-2%	4%	-2%	5	22%	4%	-19%	-2%	-10%	-4%	-3%
17	CC[C@]12c3[nH]c4ccccc4c3CCN1C(=O)C(CC(=O)NCCc1ccccn1)C[C@@H]2C(=O)N1CCN(C(=O)c2ccco2)CC1 (some centres undefined)	x	x	1%	x	x	0%	18%	x	6%	-4%	x
18	Cc1ccc(NC(=O)CCC(=O)OCC(=O)c2ccc(Oc3ccc([N+](=O)[O-])cc3)cc2)cc1C	2%	31%	2%	11	-1%	-1%	7%	-3%	-2%	0%	-1%
19	COc1ccc2nc(NC(=O)c3ccccc3O)sc2c1	1.3µM*	7.1µM*	u	u	u	u	u	0.13µM*	16%	u	0.79µM*
20	CN(C)S(=O)(=O)c1cccc(C(=O)Nc2cccnc2)c1	0%	35%	0%	-2	-25%	-6%	-16%	-14%	2%	-4%	-3%
21	N#Cc1c(N)nc2c(c1-c1cccnc1)CCCCC2	4%	25%	13µM*	30	-5%	2%	4%	5%	-6%	-17%	5%
22	O=C(N/N=C/c1cccnc1)c1cc(C2CC2)nc2ccccc12	-3%	23%	6%	-1	2%	3%	-38%	1%	0%	-1%	-2%
23	CC(C)n1nnnc1SCC(=O)Nc1ccccc1N1CCOCC1	-6%	-5%	-5%	-2	6%	-5%	-18%	-1%	-5%	0%	-1%
24	CCN(c1ccccc1)S(=O)(=O)c1ccc(C(=O)Nc2cccc(NC(C)=O)c2)cc1	x	x	u	x	x	1%	-25%	x	1%	-2%	x
25	COCCNC(=O)c1ccc(NC(C)=O)cc1	-1%	-15%	6%	2	0%	2%	9%	1%	-1%	7%	1%
26	CCCc1c(C(=O)NNc2ccc(C)cc2)cnn1-c1ccccc1	2%	29%	7.3µM*	x	0%	4%	-14%	1%	-1%	5%	-5%
27	c1cc(CNc2ccc3c(c2)OCCO3)ccn1	0%	15%	u	1	25%	2%	41%	u	25µM*	18µM*	1%
28	COc1cccc2cc(C(=O)NCCN3CCOCC3)oc12	3%	-4%	-10%	3	-2%	4%	19%	2%	17%	9%	-2%
29	S=c1[nH]nc(-c2ccncc2)n1/N=C/C=C/c1ccccc1	-1%	2.8µM*	u	2	-5%	0%	14%	u	-2%	-12%	-1%
30	Fc1ccc(C(c2nnnn2Cc2cccs2)N2CCN(C3CCCC3)CC2)cc1 (centres undefined)	-4%	-8%	-1%	3	-2%	-3%	-25%	1%	12%	1%	-8%
31	CC(=O)C1=C(C)N2CCN=C2S1	1%	20%	6%	0	-8%	1%	-8%	-2%	3%	0%	-5%
32	Cc1cccc(NCc2ccc(O)c3ncccc23)c1	-16%	6.3µM*	-3%	-4	u	-1%	-35%	-5%	-3%	-3%	-12%
33	CCN(CC)c1ccc(/C=N/n2c(C)cc(C)cc2=O)cc1	8%	1%[10 µM]	7%	0	6%	-2%	5%	u	-6%	1%	-2%
34	Cc1ccc(C)c(NS(=O)(=O)c2ccc(NC(=O)CSc3ccc(Cl)cc3)cc2)c1	3%	38%	u	-3	-10%	-2%	0%	6%	-9%	-4%	0%
35	O=C(Nc1ccccn1)c1ccc(S(=O)(=O)c2ccc(Cl)cc2)cc1	-7%	-5%	u	10	u	11%	2%	3%	1%	-9%	-5%
36	Cc1ccc(C)c(N(C(=O)c2snc(C(N)=O)c2N)C(C(=O)NCC2CCCO2)c2cccs2)c1 (centres undefined)	0%	25%	-18%	-1	6%	-6%	0%	7%	-4%	-4%	-5%
37	Cc1ccc2[nH]c(O)c(N=NC(=O)CCc3ccccc3)c2c1Br	-2%	0%	u	-2	-3%	9%	-18%	-2%	-10%	-3%	-5%
38	CCOC(=O)c1cnn(-c2ccccc2)c1NC(=O)CSc1nnc(-c2cccs2)n1CC	-1%	-16%	u	1	7%	-3%	-26%	0%	-2%	-8%	19%
39	Nc1nc(SCC(=O)Nc2ccc(C(F)(F)F)cc2)[nH]c(=O)c1NC(=O)c1ccc(F)c(F)c1	0%	-31%	1%	0	16%	0%	-6%	-2%	14%	8%	-2%
40	CCCCCCn1cnc2c(c1=O)c1nc3ccccc3nc1n2Cc1cccs1	-3%	10%	-12%	0	-7%	2%	0%	0%	-16%	-1%	3%
41	CCCCCc1c(C)c(C#N)c2nc3ccccc3n2c1-n1ccnc1C	3%	-9%	u	-1	1%	-1%	-5%	-8%	-9%	-6%	-3%
42	COc1ccc(N(C(=O)CNC(=O)c2cccs2)C(C(=O)NCC2CCCO2)c2ccccc2)c(OC)c1 (centres undefined)	0%	33%	0%	18	11%	0%	5%	-1%	1%	-1%	-6%
43	CC1CCN(S(=O)(=O)c2ccc(C(=O)Nc3sccc3C(N)=O)cc2)CC1	0%	71%	u	-1	u	10%	0%	-19%	8%	u	-4%
44	CCOC(=O)C1CCCN(S(=O)(=O)c2c(C)noc2C)C1 (centres undefined)	1%	-10%	0%	2	1%	-4%	-23%	5%	2%	-3%	0%
45	COc1ccc(C2CC(c3ccccc3C)n3nc(N)nc3N2)cc1 (centres undefined)	-3%	-5%	30%	-1	-9%	-2%	2%	11%	4%	-7%	2%
46	O=C(NCC1COc2ccccc2O1)C1CCC(CNc2c(N3CCCCC3)c(=O)c2=O)CC1 (centres undefined)	-3%	-5%	-5%	2	6%	1%	5%	-1%	-2%	12%	-2%
47	O=C(NCCCn1ccnc1)c1ccc(S(=O)(=O)Nc2ccccc2)cc1	0%	15%	5%	1	-13%	2%	0%	-1%	1%	-2%	-2%

From PubChem
